High-throughput results as filed in PubChem.
Cathepsin G inh = human cathepsin G inhibitors, primary screen, biochemical, pooled compound mixtures, AMC fluorescence. purified enzyme, AMC-tetrapeptide fluorescence. 0.2% of 62,000 active. P08311. inhibition, % at 5 µM (by protocol). AID 581, 2007;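 active means inhibition above 20% in each of the two mixture wells holding the compound; inactive means inhibition of 20% or less in either well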;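 further: 0% = enzyme control without mixture and 100% = blank lacking enzyme; strong numbers were not always called active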
CatL inh = inhibitors of human cathepsin L, biochemical; AID 460, 2006; inhibition, %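 (tested at 10 µM)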; 0.17% of 58,000 active; purified cathepsin L, fluorogenic substrate, fluorescence; in the data active means inhibition above about 45%;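 further: 0% = enzyme with no compound and 100% = no enzyme blank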
AP complement = alternative complement pathway inhibitors, primary screen, biochemical, ELISA, human serum, orthogonally pooled compounds; inhibition, % at 5 µM; LPS-coated ELISA, C3 deposition; tested in compound mixtures; 0.08% of 62,000 active; AID 1235, 2008;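 active means inhibition above 30% in each of the two pooled mixtures holding the compound, so the lower value exceeds 30%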;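 further: 0% = serum in Mg-EGTA without compound and 100% = EDTA serum blank; some compounds past the cut are filed as inactive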
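Assay system: Human serum alternative complement pathway, C3 deposition on LPS-coated wells | Incubation: 1 h serum-compound exposure at 37 °C | Doses: 5 µM per compound in ten-compound mixtures | Read-out: Percent inhibition | Technique: ELISA with HRP anti-human C3 antibody, TMB substrate, absorbance 450 nm | Replication: Two pool placements per compound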
Ec RNAP inh = E. coli RNAP inhibitors, biochemical. DNA-directed RNA polymerase subunit beta (Escherichia coli (strain K12)), P0A8V2. inhibition, %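 (tested at 10 µM)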. 0.2% of 62,000 active. E. coli RNA polymerase, fluorescence transcription assay. AID 559, 2006; in the data active means inhibition above about 20%;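 further: 0% = enzyme without compound and 100% = no enzyme blank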
Target sequence (P0A8V2 whole entry, looked up): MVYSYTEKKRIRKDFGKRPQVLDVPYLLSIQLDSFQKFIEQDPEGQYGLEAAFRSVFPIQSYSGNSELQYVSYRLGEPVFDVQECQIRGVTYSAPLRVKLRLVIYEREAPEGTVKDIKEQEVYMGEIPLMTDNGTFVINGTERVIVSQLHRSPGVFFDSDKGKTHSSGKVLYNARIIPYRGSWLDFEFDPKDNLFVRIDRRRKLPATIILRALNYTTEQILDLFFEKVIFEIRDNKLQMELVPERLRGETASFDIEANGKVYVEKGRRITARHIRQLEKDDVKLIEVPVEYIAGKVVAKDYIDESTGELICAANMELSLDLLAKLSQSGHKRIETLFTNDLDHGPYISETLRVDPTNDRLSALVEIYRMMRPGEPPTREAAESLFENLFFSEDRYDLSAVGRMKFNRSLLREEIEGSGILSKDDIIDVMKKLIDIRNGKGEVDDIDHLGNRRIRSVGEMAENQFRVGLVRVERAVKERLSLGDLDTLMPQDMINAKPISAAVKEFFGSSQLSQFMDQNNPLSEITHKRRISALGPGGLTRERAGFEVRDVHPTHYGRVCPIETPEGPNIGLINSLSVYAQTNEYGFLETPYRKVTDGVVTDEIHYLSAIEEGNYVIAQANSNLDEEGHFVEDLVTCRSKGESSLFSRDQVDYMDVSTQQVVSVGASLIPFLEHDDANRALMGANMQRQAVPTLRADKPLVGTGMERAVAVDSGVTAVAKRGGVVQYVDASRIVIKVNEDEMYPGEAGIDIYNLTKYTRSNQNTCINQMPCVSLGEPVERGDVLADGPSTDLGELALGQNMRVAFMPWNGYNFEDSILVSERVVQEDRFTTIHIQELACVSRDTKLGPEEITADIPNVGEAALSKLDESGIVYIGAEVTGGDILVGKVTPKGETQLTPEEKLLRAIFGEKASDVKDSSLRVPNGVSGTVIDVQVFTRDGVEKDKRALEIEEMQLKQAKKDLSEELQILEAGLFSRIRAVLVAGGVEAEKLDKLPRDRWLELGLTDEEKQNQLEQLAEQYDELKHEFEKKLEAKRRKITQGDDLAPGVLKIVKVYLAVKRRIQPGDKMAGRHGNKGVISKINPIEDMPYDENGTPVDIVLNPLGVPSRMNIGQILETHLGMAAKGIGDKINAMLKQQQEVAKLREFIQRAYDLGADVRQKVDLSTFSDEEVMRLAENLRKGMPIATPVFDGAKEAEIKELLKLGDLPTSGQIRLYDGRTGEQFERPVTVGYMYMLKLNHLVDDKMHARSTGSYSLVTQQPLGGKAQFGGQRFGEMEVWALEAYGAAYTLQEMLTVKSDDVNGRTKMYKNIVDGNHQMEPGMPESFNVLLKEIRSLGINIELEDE
C1s inh = complement C1s protease inhibitors, primary screen, biochemical, 10-compound mixtures; Complement C1s subcomponent (Homo sapiens), P09871; purified C1s, fluorogenic AMC substrate, pooled mixtures; mean inhibition % of two 10-compound mixtures (hits give high values), % at 5 µM (by protocol); 0.16% of 62,000 active; AID 538, 2006;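 active means inhibition above 20% in each of the two 10-compound mixture wells holding the compound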;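 further: 0% = enzyme wells lacking compound mixture and 100% = no-enzyme blank wells; some compounds called inactive have numbers as strong as hits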
CatS block = inhibitors of human cathepsin S, biochemical, compound mixtures. 0.06% of 62,000 active. recombinant cathepsin S, AMC dipeptide fluorescence, pooled mixtures. P25774. AID 501, 2006. inhibition, %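 (tested at 5 µM per compound within 10-compound mixtures)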; in the data active means inhibition above about 32%, passing the limit was not always enough;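 further: 0% = enzyme without compound and 100% = blank without enzyme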
FXIa mix inh = FXIa protease inhibitors in compound pools, primary screen, biochemical, 10-compound mixtures; 0.19% of 62,000 active; inhibition, % at 5 µM; AID 680, 2007; Coagulation factor XI (Homo sapiens), P03951; purified FXIa, fluorogenic substrate, pooled mixtures; in the data active means inhibition above about 20%, passing the limit was not always enough;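 further: each value is inhibition by a whole ten-compound pool holding the compound; 0% = enzyme with no mixture and 100% = wells lacking enzyme; strong numbers were not always called active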
CatB inh = human cathepsin B inhibitors, primary screen, biochemical, fluorogenic substrate; P07858; purified cathepsin B, fluorescence; 0.1% of 63,000 active; inhibition, %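 (tested at 10 µM)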; AID 453, 2006; in the data active means inhibition above about 21%;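 further: 0% = enzyme with no compound and 100% = no enzyme blank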
CatB mix inh = cathepsin B inhibitors from pooled compounds, primary screen, biochemical, compound mixtures, AMC fluorescence; P07858; Purified cathepsin B, AMC dipeptide fluorescence; inhibition, %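 (ten-compound pools at 5 µM per compound and 50 µM total)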; 0.06% of 62,000 active; AID 488, 2006; in the data active means inhibition above about 22%, passing the limit was not always enough;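 further: 0% = enzyme without compound and 100% = no enzyme blank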
An asterisk follows results filed as active; . = not tested or not shown.

nr	Cathepsin G inh	CatL inh	AP complement	Ec RNAP inh	C1s inh	CatS block	FXIa mix inh	CatB inh	CatB mix inh	molecule
1	9	-3	8	1	7	4	8	6	2	COC(=O)c1[nH]c2c(c1C)C(=O)CC(c1ccc(C)cc1)C2 (centres undefined)
2	-9	9	-13	5	-44	10	2	-5	-2	CCOC(=O)C1CCN(c2nc3ccccc3nc2C(C#N)C(=O)OC(C)C)CC1 (centres undefined)
3	9	13	4	6	12	7	0	4	-1	CC1=NCCN1S(=O)(=O)c1cc(Cl)ccc1Cl
4	-13	-9	-2	-8	-22	-6	1	-4	-2	O=C(CN(C1CCCCC1)S(=O)(=O)c1ccc(Cl)cc1)NCc1cccnc1
5	9	-3	7	4	1	2	1	-3	1	COc1ccc(Cl)cc1N1C(=O)C2CCCN2C1c1ccc(F)c(F)c1 (centres undefined)
6	0	3	0	4	-2	2	1	-3	0	COc1cc2c3c(c1)C1(C(=O)N3C(C)(C)C=C2C)C(C#N)=C(N)Oc2cc(O)ccc21 (centres undefined)
7	3	-5	8	-1	8	-9	11	-2	-1	CCCNC(=O)c1c[nH]c2ccc(S(=O)(=O)N(C)c3ccc(OCC)cc3)cc2c1=O
8	12	7	29	6	11	3	1	3	5	COc1cc(C(=O)OCC(=O)Nc2c(F)c(F)c(F)c(F)c2F)cc(OC)c1OC
9	-2	26	12	7	-57	0	1	1	-3	Cc1c(Nc2cc(=O)oc3ccccc23)c(=O)n(-c2ccccc2)n1C
10	9	.	10	3	11	4	4	3	4	CCOC(=O)CSc1nc2c(c(=O)n1-c1ccc(OC)cc1)SCC2
11	-3	0	8	.	-96	-21	-14	1	-6	CCOC(=O)Nc1ccc2c(c1)N(C(=O)CCN1CCN3CCCC3C1)c1ccccc1CC2 (centres undefined)
12	4	14	-12	6	6	-8	2	3	-1	COC(=O)C(C#N)C(c1cccnc1)c1c(C)[nH][nH]c1=O (centres undefined)
13	-12	-10	0	-9	-19	-6	-3	-1	-3	COc1cccc(OC)c1C(=O)Nc1ccccc1C(=O)N1CCOCC1
14	-8	-8	-1	-11	-24	-6	7	4	1	C/C(=N\O)C(C)(C)NC(=O)Nc1ccc(Cl)cc1
15	13	13	20	0	2	3	-1	3	3	COC(=O)c1cc(-c2c(C)oc3cc(OC)ccc3c2=O)c(C)o1
16	-19	12	-3	8	-6	15	1	11	6	Cc1csc(NC(=O)c2ccoc2C)n1
17	-13	-3	10	-4	-29	-1	2	1	-2	CCCCCCn1c(SCC(=O)c2ccccc2)nc2c1c(=O)[nH]c(=O)n2C
18	0	-6	18	2	-16	-5	-8	0	4	CCn1c(SCC(=O)Nc2ccccc2N2CCOCC2)nnc1-c1ccccc1
19	-6	.	1	-1	-7	2	7	-3	-5	CCOCCCN1C(=O)CN(C2CCCCC2)C(=O)C1c1ccc(OCC)c(OC)c1 (centres undefined)
20	9	1	6	6	-8	-9	-2	5	3	CCOC(=O)c1ccc(NC(=O)CCc2nc(-c3ccc(C)cc3)no2)cc1
21	1	4	-1	3	0	3	2	-4	-1	Cc1cccc(NC(=O)CS(=O)(=O)c2c[nH]c3ccccc23)c1C
22	-2	.	10	-2	-20	2	8	4	0	COc1ccc(NC(=O)Nc2ncn(Cc3cccc(C(F)(F)F)c3)n2)cc1OC
23	0	3	1	7	-3	9	2	-3	-3	Cc1c(C(=O)NCc2cccnc2)sc2nc(-c3ccc(F)cc3)cn12
24	8	8	12	4	-5	9	-5	1	-2	Cc1ccc(-c2noc(CCC(=O)Nc3cc(C)ccn3)n2)cc1
25	0	-3	2	1	-16	12	11	1	-3	Nc1ccc[n+](Cc2ccccn2)c1
26	-12	-27	-15	-15	-41	10	-3	-1	-1	COCc1cc(C)c2c(N)c(C#N)sc2n1
27	9	12	-1	8	13	0	4	0	1	CCCCc1ccc(NC(=O)C2CCCO2)cc1 (centres undefined)
28	-11	-2	-2	-5	-29	-1	5	3	-2	CCn1cc(C(=O)NCc2ccco2)c(=O)c2cc(S(=O)(=O)N3CCCCCC3)ccc21
29	-3	-1	0	4	-27	-2	4	-7	0	Cc1ccccc1NC(=O)Cn1cccc1
30	8	6	13	10	15	-2	6	2	2	COc1ccc(-c2ncc3ccccn23)cc1
31	3	19	5	9	-50	-2	3	3	-1	Cc1ccc(S(=O)(=O)N(C)CC(=O)N2CCCc3ccccc32)cc1
32	9	.	-1	4	6	-9	4	2	1	COC(=O)[C@H](C)NC(=O)Nc1ccc(C)c(C)c1
33	1	.	-3	.	-2	-2	1	.	-2	Cc1[nH]c(=O)[nH]c(=O)c1S(=O)(=O)N1CCOCC1
34	4	16	4	11	6	9	7	1	9	CCOc1cc(C(=O)N2CCN(c3ccc(C(C)=O)cc3)CC2)cc(OCC)c1OCC
35	-13	12	-13	3	-21	8	0	.	6	c1c(C2CCCCC2)n[nH]c1CN1CCCCC1
36	-4	-4	18	7	-20	3	8	-3	-3	CCN1C(=S)SC(=O)C1=C1C=C(C)N(Cc2ccco2)C(C)=C1
37	1	7	-9	7	-1	11	-4	4	-1	O=C(COc1ccc(S(=O)(=O)N2CCc3ccccc32)cc1Cl)NCc1ccccn1
38	6	-3	11	5	-20	-4	-4	1	-9	O=C(NCc1ccco1)C1CC(=O)N(c2ccc(F)cc2)C1 (centres undefined)
39	10	15	7	2	15	4	6	3	4	O=C(c1cccc(C(=O)N2CCN(Cc3ccccc3)CC2)c1)N1CCN(Cc2ccccc2)CC1
40	0	29	-13	6	7	3	2	0	1	COc1ccc(-c2nc(-c3ccncc3)no2)cc1OC
41	-2	9	-10	8	-7	9	-3	1	-2	O=C(CCSc1nnc2scc(-c3ccccc3)n12)NCc1ccc2c(c1)OCO2
42	6	-7	14	3	0	-2	-1	2	3	CCOC(=O)N1CCC(Nc2c(Nc3ccc(C)c(C)c3)c(=O)c2=O)CC1
43	9	-6	21	-1	3	-3	2	0	3	CCOC(=O)c1c(NC(=O)CSc2nnc(-c3ccccc3)n2CC)sc(C(C)=O)c1C
44	3	2	4	11	2	6	13	-3	6	Cc1ccc(N=Cc2ccc(O)cc2O)cc1F
45	5	-5	17	0	4	0	11	2	1	COc1ccccc1N1CCN(S(=O)(=O)c2cnc[nH]2)CC1
46	8	12	13	-2	12	1	6	3	0	Cc1ccc(-n2c(SCC(=O)OC(C)C)nnc2-c2ccncc2)cc1
47	7	-12	4	3	3	12	12	-2	-2	Cc1cccc(S(=O)(=O)C(C#N)c2nc3ccccc3nc2N2CCOCC2)c1 (centres undefined)
48	0	0	4	4	0	-1	1	-1	1	CCn1cc(Br)c(C(=O)Nc2ccc(F)c(Cl)c2)n1
49	8	11	-4	.	11	-7	2	6	2	CC(C)Oc1ccc(NC(=O)c2ccncc2)cc1
50	5	.	16	2	-36	-8	-1	-1	-3	CCN1C(=O)CSC1=NC1C2CC3CC(C2)CC1C3 (centres undefined)
51	-4	10	1	1	1	7	1	3	1	CCc1ccc(C(=O)N2CCN(c3ccc(F)cc3)CC2)s1
52	9	-14	10	-3	4	-2	3	0	3	Fc1ccccc1COc1cccc(/C=N/n2cnnc2)c1
53	2	.	-2	3	0	3	3	-1	0	COC(=O)c1ccc(Oc2nc3c(c(=O)n(C)c(=O)n3C)n2CCC(C)C)cc1
54	-1	-2	-3	4	-4	-1	1	1	3	O=C(CN1CCC(c2nc3ccccc3s2)CC1)NCc1cccs1
55	0	5	15	-3	-2	0	6	3	2	CCOC(=O)c1csc(NC(=O)c2ccc(S(=O)(=O)N3CCCC3)cc2)n1
56	10	-8	19	3	-22	-4	2	3	4	COc1ccc(NC(=O)c2nc3nc(C)cc(C(F)F)n3n2)cc1OC

(cont.)
nr	Cathepsin G inh	CatL inh	AP complement	Ec RNAP inh	C1s inh	CatS block	FXIa mix inh	CatB inh	CatB mix inh	molecule
57	-6	18	-17	3	-8	22	2	1	41	O=C(c1cccs1)N1CCN(S(=O)(=O)N2CCOCC2)CC1
58	15	-6	13	3	9	2	12	3	10	CCN(CCCNC(=O)c1c(C)cc(=O)oc1C)c1ccccc1
59	12	0	-3	8	9	-1	4	.	4	C[C@]12CCC(=O)C=C1CC[C@@H]1[C@@H]2[C@@H](O)C[C@@]2(C)[C@H]1CC[C@]2(O)C(=O)CO
60	13	6	17	4	20	4	7	4	14	CCCc1[nH]nc2c1C(c1cccc(OC(=O)c3ccco3)c1)C(C#N)=C(N)O2 (centres undefined)
61	8	0	4	8	8	8	6	3	2	CCCCOc1ccc(C(=O)Oc2ccc(C)nc2)cc1
62	9	7	-2	1	14	5	1	4	-1	C/C(=N\O)C1/C(=N/O)CC2C1C2(C)C (centres undefined)

Compounds above containing an aryl methoxy group, in the order listed:
nr	Cathepsin G inh	CatL inh	AP complement	Ec RNAP inh	C1s inh	CatS block	FXIa mix inh	CatB inh	CatB mix inh	molecule
5	9	-3	7	4	1	2	1	-3	1	COc1ccc(Cl)cc1N1C(=O)C2CCCN2C1c1ccc(F)c(F)c1 (centres undefined)
6	0	3	0	4	-2	2	1	-3	0	COc1cc2c3c(c1)C1(C(=O)N3C(C)(C)C=C2C)C(C#N)=C(N)Oc2cc(O)ccc21 (centres undefined)
8	12	7	29	6	11	3	1	3	5	COc1cc(C(=O)OCC(=O)Nc2c(F)c(F)c(F)c(F)c2F)cc(OC)c1OC
10	9	.	10	3	11	4	4	3	4	CCOC(=O)CSc1nc2c(c(=O)n1-c1ccc(OC)cc1)SCC2
13	-12	-10	0	-9	-19	-6	-3	-1	-3	COc1cccc(OC)c1C(=O)Nc1ccccc1C(=O)N1CCOCC1
15	13	13	20	0	2	3	-1	3	3	COC(=O)c1cc(-c2c(C)oc3cc(OC)ccc3c2=O)c(C)o1
19	-6	.	1	-1	-7	2	7	-3	-5	CCOCCCN1C(=O)CN(C2CCCCC2)C(=O)C1c1ccc(OCC)c(OC)c1 (centres undefined)
22	-2	.	10	-2	-20	2	8	4	0	COc1ccc(NC(=O)Nc2ncn(Cc3cccc(C(F)(F)F)c3)n2)cc1OC
30	8	6	13	10	15	-2	6	2	2	COc1ccc(-c2ncc3ccccn23)cc1
40	0	29	-13	6	7	3	2	0	1	COc1ccc(-c2nc(-c3ccncc3)no2)cc1OC
45	5	-5	17	0	4	0	11	2	1	COc1ccccc1N1CCN(S(=O)(=O)c2cnc[nH]2)CC1
56	10	-8	19	3	-22	-4	2	3	4	COc1ccc(NC(=O)c2nc3nc(C)cc(C(F)F)n3n2)cc1OC

Limited to CatL inh, Cathepsin G inh and C1s inh, for some of the entries so far:
no. | mol | CatL inh | Cathepsin G inh | C1s inh
59 | C[C@]12CCC(=O)C=C1CC[C@@H]1[C@@H]2[C@@H](O)C[C@@]2(C)[C@H]1CC[C@]2(O)C(=O)CO | 0 | 12 | 9
62 | C/C(=N\O)C1/C(=N/O)CC2C1C2(C)C (centres undefined) | 7 | 9 | 14

Not all compounds are listed; the hit share may differ from the screen's.
